From PubChem
NTR1 ag – agonists of NTR1, primary screen, imaging, U2OS cells, beta-arrestin-GFP, high content (AID 493036). activation, % at 20 µM. NTR1-U2OS beta-arrestin-GFP spot imaging, agonist mode. hit rate 0.17% among 330,000;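 active = activation at or above 40% of the spot to cytoplasm intensity ratio, with at least 20 cells analyzed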;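 note: 0% = DMSO without peptide and 100% = 100 nM NTR1 peptide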
Target sequence (P30989 whole entry, looked up): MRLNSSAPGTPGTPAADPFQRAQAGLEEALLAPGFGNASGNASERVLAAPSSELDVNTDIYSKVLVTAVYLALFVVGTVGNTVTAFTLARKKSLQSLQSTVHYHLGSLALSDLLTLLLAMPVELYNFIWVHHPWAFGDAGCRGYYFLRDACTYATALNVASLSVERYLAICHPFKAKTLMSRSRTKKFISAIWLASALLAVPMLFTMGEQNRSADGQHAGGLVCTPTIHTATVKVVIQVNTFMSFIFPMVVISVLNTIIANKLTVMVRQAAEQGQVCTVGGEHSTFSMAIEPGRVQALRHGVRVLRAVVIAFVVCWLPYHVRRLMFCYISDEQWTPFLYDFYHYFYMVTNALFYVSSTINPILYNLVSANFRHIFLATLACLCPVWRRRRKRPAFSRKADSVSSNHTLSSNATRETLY
KOR beta-arrestin-1 – KOR agonists, beta-arrestin recruitment, primary screen, cell-based, luminescence, uHTS (AID 1777) | hit rate 0.02% among 280,000 | KOR beta-arrestin recruitment, luminescence; higher % means a stronger effect | activation, % at 10 µM, or EC50 in µM where a hit was titrated; in the data active = activation above about 50%, passing the limit was not always enough; note: a part of the inactive calls stands beside numbers as strong as those of hits
Myeloid diff MLP – promotes myeloid progenitor differentiation | ER-HoxA9 myeloid progenitors, lysozyme-GFP differentiation, flow cytometry | calls only at 10 µM | hit rate 1% among 360,000 | AID 624256;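 active = normalized GFP-positive differentiation at or above the plate's own cutoff, the solvent-only control mean plus 3 SD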;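 note: cells exposed to compound for four days before flow analysis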
T cell HTS – T cell immune modulators affecting CD8 T cell-vesicle binding. hit rate 0.068% among 330,000. 2C CD8+ T cell-vesicle binding, flow cytometry; active compounds read low. calls only at 7 µM;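 active = response, share of CD8 T cells binding vesicles, and their 90th percentile fluorescence all below set limits, cut at about 80% in these data, passing the limit was not always enough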
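Assay system – 2C mouse CD8+ T cells · Also added – QL9-loaded Drosophila micro-vesicles · Timing – Cell–vesicle co-incubation 1.5 h at 37 °C, staining 20 min on ice · Signal – flow cytometry of vesicle-bound cells · Measure – percent CD8+ FL2 mean versus row control · Controls – Peptide-free naked vesicles (low) and QL9 vesicles with 0.7% DMSO vehicle (high)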
NOD1 inhibition – NOD1 signaling inhibitors, primary screen, cell-based, luminescence, uHTS (AID 1578); hit rate 1% among 290,000; inhibition, % at 4 µM, or EC50 in µM where a hit was titrated; NOD1-driven NF-kB luciferase reporter cells, luminescence; higher % means a stronger effect; in the data active = inhibition mostly above about 36%, no sharp cut-off; inactive = mostly below about 34%;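 note: HEK-293T reporter cells stimulated with the NOD1 agonist gamma-tri-DAP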
GPR55 LPI antagonism – inhibition of LPI-stimulated GPR55 beta-arrestin translocation – imaging, U2OS, beta-arrestin-GFP, LPI agonist, primary screen (AID 2013) | inhibition, % at 10 µM; hits with a dose series show IC50 in µM | U2OS GPR55 beta-arrestin-GFP translocation imaging, LPI antagonism; higher % means a stronger effect | hit rate 0.13% among 290,000;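 active = spots per cell inhibited over 60%, with over 100 cells counted and total cytoplasm intensity under 500,000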;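 note: U2OS cells stably carrying GPR55 and arrestin-GFP stimulated by 5 µM LPI near EC80; imaged beta-arrestin-GFP aggregate spots per cell after agonist stimulation; plate controls were LPI-stimulated DMSO wells for no effect and DMSO wells without LPI for full effect; some results filed as inactive read as strong as hits; confirmed hits need IC50 under 10 µM and bright autofluorescent wells are also inconclusive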
KOR beta-arrestin-2 – kappa opioid receptor blockers – cell-based, luminescence, uHTS (AID 1778); hit rate 0.091% among 290,000; KOR beta-arrestin recruitment, luminescence, antagonist mode; higher % means a stronger effect; one-dose inhibition, % at 10 µM; IC50 in µM for titrated hits; note: strong numbers were not always called active
GPR55 beta-arrestin – GPR55 agonists via beta-arrestin recruitment, primary screen, imaging, U2OS cells, beta-arrestin-GFP redistribution (AID 1961); U2OS GPR55 beta-arrestin-GFP redistribution imaging; higher % means a stronger effect; activation, % at 10 µM; hits with a dose series show EC50 in µM; hit rate 0.048% among 290,000;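 active = activation above 40% with more than 50 cells counted in the well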;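 note: U2OS osteosarcoma cells stably expressing GPR55 and beta-arrestin-GFP; plate controls were DMSO negative control for no effect and LPI positive control for full effect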
NOD2 inhibition – NOD2 signaling inhibitors, cell-based, luminescence, uHTS, HEK293 (AID 1566); hit rate 0.63% among 290,000; HEK293 NOD2/NF-kB luciferase reporter, luminescence; higher % means a stronger effect; one-dose inhibition, % at 4 µM; EC50 in µM for titrated hits; note: many of its hits are not listed in these tables
T cell HTS vesicle-bound % – recorded beside T cell HTS, whose call it bears; double positive events, %; measured here: CD8+ vesicle-bound cell fraction;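 binding gate set so that unloaded-vesicle control wells show 10% double positive cells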
NTR1 ag cell count 20 µM – also measured in NTR1 ag; calls as there; cell count; measured here: cell count, cytotoxicity flag
Myeloid diff MLP GFP+ MAC1+ % – also measured in Myeloid diff MLP; calls as there; GFP+ MAC1+ double positive, %; measured here: differentiation confirmed by MAC1 staining
* = called active by the depositor; i = inactive; / = not tested or not shown; [ ] = dose if it differs, or a comment. Cut-off read from the data, not from the text of the source, unless noted: active = inhibition above about 50%; inactive = the rest. These rows are one share of the data, so the mix of outcomes need not match the whole.

SMILES,NTR1 ag,NTR1 ag cell count 20 µM,KOR beta-arrestin-1,Myeloid diff MLP,Myeloid diff MLP GFP+ MAC1+ %,T cell HTS,T cell HTS vesicle-bound %,NOD1 inhibition,GPR55 LPI antagonism,KOR beta-arrestin-2,GPR55 beta-arrestin,NOD2 inhibition
FC(F)(F)c1cnc(Sc2nnc(-c3cccs3)n2CC2CCCO2)c(Cl)c1 (configuration not stated),0.6,56,2.5%,i,0.6,i,46,-15%,6%,22%,0.0%,-7%
COc1cc(C(C[N+](=O)[O-])c2c(N)n(C)c(=O)n(C)c2=O)ccc1O (configuration not stated),2.4,61,-9.2%,i,0.2,i,27,-19%,10%,20%,0.9%,12%
N#Cc1ccc(S(=O)(=O)N2CCCN(c3ccc(C(F)(F)F)cn3)CC2)cc1,2.0,54,-0.9%,i,0.5,i,34,2%,-1%,-13%,-0.1%,-10%
O=C1CN(C(=O)c2ccc(Cl)c([N+](=O)[O-])c2)c2ccccc2N1,3.5,68,-2.1%,i,0.9,i,55,-11%,9%,0%[20 µM],-0.3%,8%
Cc1cc(C)c(NC(=O)CSc2nc3ccc(N4C(=O)c5ccccc5C4=O)cc3s2)c(C)c1,-0.1,45,-1.9%,i,0.6,i,34,-26%,-8%,-2%,-0.4%,3%
Cc1ccc(S(=O)(=O)N2CCN(C(=O)Cc3ccccc3)CC2)cc1,1.6,84,-6.6%,i,0.5,i,38,17%,9%,6%,0.2%,22%
OC(c1cccc(Cl)c1)c1nccc2ccccc12 (configuration not stated),-0.9,64,-7.9%,i,0.4,i,22,-17%,-5%,19%[20 µM],0.6%,2%
CCCCc1cc(=O)oc2cc(OS(C)(=O)=O)ccc12,8.9,87,1.4%,i,0.5,i,26,-6%,2%,-16%,0.1%,9%
FC(F)c1nc2ccccc2[nH]1,-0.5,45,/,i,0.8,i,55,-36%,-2%,-34%[20 µM],-0.1%,7%
COc1ccccc1NS(=O)(=O)c1ccc2c(c1)OCCO2,-0.9,42,-2.5%,i,0.3,/,/,9%,-11%,-32%,-0.1%,16%
CCOC(=O)c1c(S(=O)(=O)Nc2ccc(C)c(F)c2)c(C)n(C)c1C,-1.0,66,-4.3%,i,0.0,i,30,36%,8%,4%,0.0%,9%
CC(C)c1ccc(-c2c(C#N)c(N)nc(SCC(=O)N3CCCCC3)c2C#N)cc1,3.6,83,-8.3%,i,0.8,i,25,-117%,-4%,-16%,-0.2%,30%
CCn1cc(CN2CCCC(CO)(Cc3ccc(F)cc3)C2)c2ccccc21 (configuration not stated),3.2,59,-0.8%,i,0.3,i,62,-26%,6%,-63%[20 µM],-0.4%,-20%
CCN(CC)CCN(Cc1cc2ccc(C)cc2[nH]c1=O)C(=S)Nc1ccccc1C(=O)OC,0.8,39,/,i,0.9,i,38,-14%,-2%,-31%[20 µM],0.4%,-6%
O=C(NC1CCN(C(=O)Nc2ccccc2)CC1)C1CCCCC1,-2.5,88,3.5%,i,1.0,i,17,-3%,-5%,16%,-0.3%,14%
CC(C)CC(=O)NC(=S)N1CCN(c2ccc([N+](=O)[O-])cc2Cl)CC1,0.4,77,1.0%,i,0.3,i,56,-9%,16%,35%,0.0%,-7%
COc1cc(OC)cc(C(=O)NCc2cccnc2)c1,-0.7,65,-0.7%,i,1.5,i,59,/,2%,33%,-0.1%,5%
Cc1ccc(-c2ccc(/C=N/NC(=O)CN3CCOCC3)o2)cc1[N+](=O)[O-],-1.7,31,5.1%,i,0.5,i,48,-34%,2%,-14%,-0.5%,24%
Cc1ccccc1OCC1CNC(=O)O1 (configuration not stated),-0.8,70,-5.8%,i,0.4,i,63,-19%,-1%,-3%[20 µM],-0.1%,16%
Cc1sc2ncnc(NCCCO)c2c1C,0.3,52,-3.9%,i,1.0,i,44,-1%,9%,3%,-0.1%,8%
Cc1c(C(=O)O)cccc1N1C(=O)Nc2ccccc2N1O,0.8,41,8.1%,i,0.4,i,14,-24%,-2%,1%,0.3%,10%
Cc1ccc(C)c(OCCCN2CCc3ccccc3C2)c1,2.9,66,-3.9%,i,0.6,i,59,-30%,15%,-24%,0.5%,-26%
CCN(CC)S(=O)(=O)c1ccc2c(c1)c(=O)c(C(=O)N1CCN(c3ccccn3)CC1)cn2C,0.0,52,1.6%,i,1.0,i,48,2%,9%,-26%,0.4%,-4%
O=c1oc2c(CN3CCCCC3)c(O)ccc2cc1-c1nc2ccccc2[nH]1,/,/,-5.1%,i,2.4,/,/,-32%,26%,0%,0.0%,-12%
CCOc1cc(/C=C(\C#N)c2nc3ccccc3[nH]2)ccc1OC(C)C(=O)O (configuration not stated),-1.2,46,-1.8%,i,0.5,i,15,0%,3%,-14%,0.0%,0%

Pulled by structure from the list above, 3 records:
SMILES,NTR1 ag,NTR1 ag cell count 20 µM,KOR beta-arrestin-1,Myeloid diff MLP,Myeloid diff MLP GFP+ MAC1+ %,T cell HTS,T cell HTS vesicle-bound %,NOD1 inhibition,GPR55 LPI antagonism,KOR beta-arrestin-2,GPR55 beta-arrestin,NOD2 inhibition
Cc1ccc(C)c(OCCCN2CCc3ccccc3C2)c1,2.9,66,-3.9%,i,0.6,i,59,-30%,15%,-24%,0.5%,-26%
COc1ccccc1NS(=O)(=O)c1ccc2c(c1)OCCO2,-0.9,42,-2.5%,i,0.3,/,/,9%,-11%,-32%,-0.1%,16%
FC(F)(F)c1cnc(Sc2nnc(-c3cccs3)n2CC2CCCO2)c(Cl)c1 (configuration not stated),0.6,56,2.5%,i,0.6,i,46,-15%,6%,22%,0.0%,-7%

Next entries
SMILES,NTR1 ag,NTR1 ag cell count 20 µM,KOR beta-arrestin-1,Myeloid diff MLP,Myeloid diff MLP GFP+ MAC1+ %,T cell HTS,T cell HTS vesicle-bound %,NOD1 inhibition,GPR55 LPI antagonism,KOR beta-arrestin-2,GPR55 beta-arrestin,NOD2 inhibition
COC(=O)c1c(C)[nH]c(C(C)=O)c1C,-1.1,46,-1.3%,i,0.6,i,31,-4%,0%,-2%,-0.3%,4%
CCOC(=O)/C(C#N)=C/c1cn(CCOc2ccccc2)c2ccccc12,1.5,84,-5.0%,i,0.2,i,61,-16%,12%,0%,0.6%,13%
O=C(COC(=O)Cc1ccc(-c2ccccc2)cc1)NCc1ccc(F)cc1,5.6,69,12%,i,0.8,i,22,-4%,0%,-112%,-0.1%,9%
Cc1ccc(S(=O)(=O)N2CCCC(C(=O)NNCC(=O)Nc3cc(F)ccc3F)C2)cc1 (configuration not stated),1.5,52,-4.2%,i,0.4,i,30,-14%,5%,-8%,0.1%,21%
CCN(CC)P(=O)(Nc1ccc(Br)cc1)c1c(C)nn(CCC#N)c1NC(=O)c1ccc(Cl)cc1 (configuration not stated),0.7,55,-4.4%,i,2.2,i,10,18%,-2%,-6%,0.1%,0%
Cc1ccc(C)c(NC(=O)CSc2nnc(CNC(=O)c3cccs3)o2)c1,-0.9,76,-6.9%,i,0.1,i,61,-23%,3%,-11%,0.2%,10%
O=C(COC(=O)c1ccco1)Nc1nc2ccc([N+](=O)[O-])cc2s1,-0.3,59,3.8%,i,0.2,i,45,1%,-2%,-1%,-0.2%,-8%
CCOC(=O)Cc1c(C)nc(Cc2ccc(OC(C)C)cc2)[nH]c1=O,-0.3,66,6.8%,i,0.3,i,36,-34%,2%,-13%,-0.1%,13%
O=C(/C=C/c1ccccc1)Nc1cccc(C(=O)O)c1,0.1,35,-3.5%,i,0.5,i,34,97%*,12%,-8%,-0.1%,-147%
N#Cc1c(-n2cccc2C=O)sc2c1CCCC2,1.7,92,-1.0%,i,0.5,i,46,-22%,9%,10%,0.1%,4%
Cc1ccccc1CC1(CO)CCCN(C(=O)c2ccc(F)cc2)C1 (configuration not stated),-0.3,60,0.1%,i,0.4,i,28,-46%,6%,6%,0.0%,9%
CN(NC1OC(=O)c2ccccc21)c1c([N+](=O)[O-])cc(C(F)(F)F)cc1[N+](=O)[O-] (configuration not stated),0.2,48,3.6%,i,0.7,i,29,-5%,-2%,0%,-0.2%,12%
COc1ccc(NC(=O)c2ccc(C#CC(C)(C)O)cc2)cc1,0.5,57,1.4%,i,1.0,i,41,-14%,-15%,-4%,0.1%,8%
O=C(Nc1ccccc1C(=O)O)c1ccc(CN2C(=O)c3ccccc3C2=O)cc1,0.5,40,-0.4%,i,0.4,i,62,-4%,-3%,6%,18%,8%
CC(=O)c1ccc(-n2nnnc2SCC(=O)N2CCN(C(=O)c3ccco3)CC2)cc1,0.5,42,-11%,i,1.1,i,27,-12%,7%,14%,-0.2%,9%
COc1cc(OC)c(NC(C)C(=O)N2CCCC2)cc1Cl (configuration not stated),-1.5,58,-5.8%,i,0.5,i,24,-34%,9%,19%,0.0%,18%
CCOc1ccc(S(=O)(=O)N2CCC(C(=O)NCc3ccncc3)CC2)cc1,-0.8,71,0.9%,i,0.9,i,68,-22%,-1%,-12%,0.3%,6%
